Screens from PubChem.
MC4R antag cAMP: antagonists of human melanocortin 4 receptor (MC4R); 360,000 tested, 0.48% active; P32245; AID 540295; MC4R-expressing cells, MTII-stimulated cAMP, LANCE TR-FRET; inhibition, % at 6.5 µM;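 active = inhibition above its plate's cutoff, the mean of tested wells on that plate plus 3 SD, cut at about 29% in these data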;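 also: 0% = Melanotan II alone and 100% = Melanotan II plus saturating MCL0020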
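System: U2OS cells stably expressing human melanocortin 4 receptor (MC4R). Reagent: Melanotan II challenge after compound preincubation. Doses: 6.5 µM. Times: 30-min compound, 1-h challenge, 1-h detection, room temperature. Measured by: TR-FRET with Eu-cAMP and labeled anti-cAMP, 671 nm. Replicates: singlicate.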
ABCB6 inh MLPCN: inhibitors of human ABC transporter ABCB6. Q9NP58. K562-ABCB6 porphyrin accumulation, flow cytometry, 1 h; hits give low values. fluorescence ratio to DMSO, % at 10 µM. 360,000 tested, 0.19% active;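 active = fluorescence ratio to DMSO below 75%, the collection mean minus 3 SD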;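 also: signal is porphyrin accumulated inside mitochondria; 100% equals median channel fluorescence of DMSO control wells; lower ratio means ABCB6 inhibition with less porphyrin fluorescence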
Target sequence (Q9NP58 whole entry, looked up): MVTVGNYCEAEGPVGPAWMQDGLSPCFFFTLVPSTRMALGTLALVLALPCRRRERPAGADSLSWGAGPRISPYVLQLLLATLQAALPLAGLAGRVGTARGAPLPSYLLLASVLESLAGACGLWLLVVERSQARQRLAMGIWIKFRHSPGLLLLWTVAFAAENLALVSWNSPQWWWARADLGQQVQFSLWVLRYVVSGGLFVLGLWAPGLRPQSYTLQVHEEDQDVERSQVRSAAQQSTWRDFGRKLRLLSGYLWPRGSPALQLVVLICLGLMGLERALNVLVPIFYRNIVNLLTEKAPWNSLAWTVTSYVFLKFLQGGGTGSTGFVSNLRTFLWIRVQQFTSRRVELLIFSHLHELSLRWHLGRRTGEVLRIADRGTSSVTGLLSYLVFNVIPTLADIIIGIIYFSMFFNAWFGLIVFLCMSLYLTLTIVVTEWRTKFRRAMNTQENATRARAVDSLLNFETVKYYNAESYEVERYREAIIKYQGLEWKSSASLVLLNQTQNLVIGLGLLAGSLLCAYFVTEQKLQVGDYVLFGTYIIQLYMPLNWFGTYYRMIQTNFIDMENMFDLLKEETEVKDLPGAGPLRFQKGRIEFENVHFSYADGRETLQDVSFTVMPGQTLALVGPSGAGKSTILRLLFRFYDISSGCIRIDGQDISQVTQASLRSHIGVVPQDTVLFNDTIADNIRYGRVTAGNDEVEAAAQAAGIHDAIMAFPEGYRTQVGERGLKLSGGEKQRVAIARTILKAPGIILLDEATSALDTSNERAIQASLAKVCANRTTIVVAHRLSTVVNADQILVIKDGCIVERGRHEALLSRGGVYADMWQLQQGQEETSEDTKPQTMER
hiPSC survival: increases survival of single human iPS cells; survival enhancement, % at 20 µM; AID 602274; 360,000 tested, 0.044% active; hiPSC single-cell survival, ATPlite luminescence; 100% = ROCK inhibitor wells, 0% = DMSO; in the data active = survival enhancement above about 18%;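 also: cells exposed to compounds for 16 hours before the ATP read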
ABHD5-PLIN5 inh: inhibitors of human ABHD5-perilipin-5 interaction. Q00G26+Q8WTS1. Split G. princeps luciferase complementation, luminescence, 4 h. inhibition, % at 4 µM. 360,000 tested, 0.78% active;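 active = inhibition above the mean inhibition across every tested compound plus 3 SD, cut at about 22% in these data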;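 also: 0% = DMSO only wells and the 100% control is not disclosed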
MC4R ag barr: activates human MC4R beta-arrestin recruitment | P32245 | U2OS MC4R beta-arrestin complementation, luminescence; percent of melanotan II response, DMSO zero | activation, % at 8.9 µM | 360,000 tested, 0.98% active | AID 540308;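 active = activation above a per-plate cutoff, the mean activation of sample wells on that plate plus 3 SD, cut at about 8% in these data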
N-glyco inh: N-linked glycosylation inhibition. D54 ERlucT glycosylation luciferase reporter, 24 h; percent of 100 nM tunicamycin response. reporter increase, % at 12.5 µM. 360,000 tested, 0.23% active. AID 588692;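 active = mean luciferase reporter signal, scaled so untreated is 0 and the glycosylation-blocking control 100, at or above a set limit in every replicate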;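 also: luciferase carries N-glycosylation sites so blocking glycosylation raises the light; 0% = median of neutral control wells and 100% = median of 100 nM tunicamycin wells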
Exocytosis inh: blocks lytic granule exocytosis; TALL-104 LAMP-1 surface exposure, flow cytometry; cells stimulated with thapsigargin and PMA; inhibition, % at 10 µM; 360,000 tested, 0.66% active;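 active = inhibition above about 55%, limit read from the data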
HTR2A ag: mouse HTR2A agonism via beta-arrestin recruitment; P35363; CHO-K1 mHTR2A beta-arrestin complementation, luminescence; percent of 30 µM serotonin response; activation, % at 7.6 µM; 360,000 tested, 0.66% active;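 active = activation above a run cutoff, the mean activation of all tested compounds plus 3 SD, cut at about 14% in these data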;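 also: 0% = plate median of compound wells and 100% = 30 µM serotonin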
aDG glyco act: alpha-DG glycosylation activation | 360,000 tested, 0.22% active | AID 624168 | activation, % at 10 µM | Pro5-aDG cells, alpha-DG glycosylation AlphaScreen (IIH6); 0% Pro5, 100% B10-LARGE cell signal;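 active = activation of at least 8% versus controls, or a plate z-score of at least 8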;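 also: Pro5 are CHO cells carrying HIG-tagged alpha-DG that lacks glycosylation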
H9c2 protect: protects H9c2 cardiomyocytes from peroxide injury. 360,000 tested, 0.63% active. protection from H2O2 cell death, % at 20 µM. H2O2 injury protection, ATPLite, 2 h. AID 588492;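 active = compounds giving at least 50% protection of heart cells from peroxide-induced death in the single-dose screen, raw or plate-pattern-corrected value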;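 also: 0% = DMSO wells with peroxide and 100% = DMSO wells without peroxide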
Starred values were filed as active, the others as inactive; · = no result given. Hits appear at their usual frequency. About 4.5% of those tested had a hit in this group.

structure | MC4R antag cAMP | ABCB6 inh MLPCN | hiPSC survival | ABHD5-PLIN5 inh | MC4R ag barr | N-glyco inh | Exocytosis inh | HTR2A ag | aDG glyco act | H9c2 protect
COc1cccc(-c2nnc(NC(=O)CCS(=O)(=O)c3ccc(F)cc3)o2)c1 | 0 | 93 | -1.3 | -1 | -0.4 | -3 | 1 | 3 | -0.3 | 25
Fc1ccc(NC(=S)NCc2ccc3c(c2)OCO3)cc1 | 5 | 99 | -1.1 | 0 | 0.3 | 0 | -1 | -4 | 0.1 | -4
O=C(CN1CCc2cc3c(cc2C1)OCCCO3)Nc1ccc(F)cc1 | 7 | 98 | -0.1 | -9 | 2.7 | 0 | -1 | -10 | 0.1 | -2
CC(C)(C)c1ccc(/C=C/C(=O)Nc2ncccn2)cc1 | 21 | 105 | -0.6 | -3 | -0.8 | -7 | -4 | -2 | 0.1 | -8
CC(=O)Nc1ccc(NC(=O)c2ccc(COc3ccc(C)cc3)o2)cc1 | 8 | 95 | 0.6 | -4 | 0.0 | -1 | -1 | -6 | 0.0 | -2
CC(C)NC(=O)CN(Cc1ccccc1)S(=O)(=O)c1ccccc1 | 4 | 89 | 2.3 | -2 | -2.6 | -2 | -1 | -2 | 0.3 | 0
COc1ccc(CCNC(=O)C(=O)c2c(C)n(C)c3ccccc23)cc1OC | -3 | 101 | 0.0 | -4 | 1.5 | -1 | -2 | 1 | -0.1 | -1
O=C(CCC(=O)N1CCN(S(=O)(=O)c2cccc(F)c2)CC1)c1cccs1 | 2 | 99 | -0.6 | -8 | -1.1 | -1 | 8 | 0 | -0.2 | 5
Cn1c(O)c(N=NC(=O)Cn2c(C(F)(F)F)nc3ccccc32)c2ccccc21 | 22 | 92 | 0.1 | 2 | -2.0 | 0 | -3 | 1 | 0.0 | 1
O=C(Nc1ccc(Cl)cc1)C1Cc2c(-c3cccc(F)c3)ccnc2O1 (stereo not drawn) | -6 | 96 | 0.8 | -9 | 3.0 | -3 | 0 | -2 | 0.0 | -3
COc1ccc(/C(C)=N/Nc2nccnc2Cl)cc1 | -5 | 95 | -2.7 | -1 | -1.8 | 0 | 15 | -3 | 0.0 | 7
C=CCNC1=C(Cl)C(=O)N(Cc2ccccc2)C1=O | 1 | 175 | 0.1 | 5 | -3.2 | -3 | -7 | 9 | 0.4 | -4
O=C(c1ccc2noc(-c3ccccc3)c2c1)N1CCN(c2ccccc2)CC1 | -10 | 99 | -0.4 | -10 | -1.3 | 0 | -1 | 1 | 0.0 | -5
O=C(Cc1ccc([N+](=O)[O-])cc1)Nc1cc(C(F)(F)F)cc(C(F)(F)F)c1 | -2 | 99 | 1.0 | 1 | 1.0 | -9 | -12 | -4 | 1.2 | -16
CC(C)OCCCNC(=O)c1cc(-c2cccs2)nc2ccccc12 | 8 | 98 | 0.7 | -2 | -0.3 | 1 | -3 | -7 | -0.2 | 9
O=C(CCc1nc(-c2ccccc2F)no1)Nc1ccc(Oc2ccccc2)cc1 | -15 | 90 | 0.1 | 3 | 0.1 | -1 | 4 | 0 | 2.9 | -23
Cc1sc2nc(CSc3nnc(Cc4cccs4)n3C3CCCCC3)[nH]c(=O)c2c1C | 5 | 99 | -1.4 | -6 | -2.4 | 0 | -1 | -5 | 0.5 | 13
Cc1cc(C(=O)NN)c(Cl)cc1Cl | 10 | 92 | -0.7 | -4 | -1.7 | 1 | -1 | 6 | 0.0 | -3
O=c1[nH]c2ccc(S(=O)(=O)NCc3ccccc3)cc2[nH]1 | -1 | 100 | 4.9 | 0 | -1.9 | 1 | -1 | 5 | -0.2 | 4
Cc1noc(C)c1NC(=O)N(C)C[C@@H]1Oc2ncc(C#CC3CC3)cc2C(=O)N([C@@H](C)CO)C[C@@H]1C | 3 | 98 | -2.2 | -4 | -1.7 | 0 | -2 | -7 | -0.4 | 7
C=CCn1c(COc2ccccc2)nc2ccccc21 | -4 | 99 | -0.7 | 5 | -2.1 | -2 | 5 | -1 | -0.1 | -1
COc1ccc(CCn2nnnc2C(CC(C)C)N2CCC(C(N)=O)CC2)cc1OC (stereo not drawn) | 6 | 91 | 3.0 | 1 | -2.3 | 3 | 1 | 4 | -0.1 | -2
Cc1nnc(N2C(=O)C(=O)/C(=C(/O)c3ccc4c(c3)OCCO4)C2c2cccc([N+](=O)[O-])c2)s1 (stereo not drawn) | -2 | 91 | -0.7 | 2 | 0.2 | 1 | -6 | 7 | -0.1 | 14
COc1ccc(N2C(=O)C(O)C2c2ccc(C)cc2)cc1 (stereo not drawn) | 2 | 105 | -0.4 | 2 | -2.7 | 3 | -6 | 3 | -0.5 | -12
Cc1ccc(-c2cc(C(=O)NCCN3CCOCC3)no2)cc1 | 11 | 95 | -1.1 | -9 | -3.3 | 0 | -4 | -8 | 0.1 | -7
CC[C@@H](C)[C@H](NC(=O)CCc1c(C)c2cc3c4c(oc3c(C)c2oc1=O)CCCC4)C(=O)O | 14 | 105 | 0.1 | -5 | -0.3 | -1 | 6 | 7 | 0.0 | -4
O=C(COc1ncnc2ccccc12)N1CCN(S(=O)(=O)c2ccccc2)CC1 | 9 | 96 | 8.2 | 1 | -0.8 | 2 | -2 | 11 | 0.3 | 5
O=C(Cn1cc(C(=O)C2CC2)c2ccccc21)Nc1ccccc1Cl | -4 | 98 | -0.6 | 0 | -2.2 | -1 | 1 | -3 | 0.1 | -2
CCc1nc(SCC(=O)Nc2cc(C)on2)n[nH]1 | 8 | 96 | -5.2 | -2 | -0.7 | 0 | -4 | 0 | -0.2 | -11
CC(C)C[C@H](NC(=O)CC[C@H]1O[C@@H](n2ccc(=O)[nH]c2=O)[C@H](O)[C@@H]1O)C(=O)O | · | 98 | -1.5 | -7 | · | 0 | 2 | -4 | 0.6 | 10

The list goes on (two carried over from the part before).
structure | MC4R antag cAMP | ABCB6 inh MLPCN | hiPSC survival | ABHD5-PLIN5 inh | MC4R ag barr | N-glyco inh | Exocytosis inh | HTR2A ag | aDG glyco act | H9c2 protect
CCc1nc(SCC(=O)Nc2cc(C)on2)n[nH]1 | 8 | 96 | -5.2 | -2 | -0.7 | 0 | -4 | 0 | -0.2 | -11
CC(C)C[C@H](NC(=O)CC[C@H]1O[C@@H](n2ccc(=O)[nH]c2=O)[C@H](O)[C@@H]1O)C(=O)O | · | 98 | -1.5 | -7 | · | 0 | 2 | -4 | 0.6 | 10
COc1cc(Br)c(S(=O)(=O)Nc2c(C)n(C)n(-c3ccccc3)c2=O)cc1OC | 4 | 102 | -1.6 | 4 | 0.0 | 1 | -5 | -3 | 0.3 | 0
COc1ccc(C2C(C#N)=C(SC)NC3=C2C(=O)CC(C)(C)C3)cc1 (stereo not drawn) | 4 | 100 | -0.7 | -8 | -1.7 | -2 | 10 | -5 | -0.1 | 7
CCCNC(=O)C1CCN(S(=O)(=O)c2c(C)noc2/C=C\c2ccc(OC)cc2)CC1 | 11 | 94 | 2.5 | 3 | -1.1 | 0 | -4 | -8 | 0.1 | 0
CCN(CC)CCNCC1C(=O)O[C@@H]2C[C@@]3(C)CCC[C@H](C)C3=C[C@H]12 (stereo partly drawn) | -2 | 104 | 0.0 | 3 | 0.5 | -5 | 13 | -2 | -0.2 | 10
Cc1ccc(-n2cc(CNCCn3nc(C)cc3C)c(-c3ccc(F)cc3)n2)cc1 | 7 | 96 | -1.8 | 0 | 3.6 | -4 | 6 | -8 | 1.4 | -6
CC(=O)c1cccc(NC(=O)CN2CCc3cc4c(cc3C2)OCCCO4)c1 | 5 | 90 | 1.4 | 3 | -0.7 | 0 | -8 | 0 | 1.3 | 0
CCN(CC(=O)Nc1ccccc1OC)C(=O)CN1C(=O)NC(C)(c2ccccc2)C1=O (stereo not drawn) | 2 | 93 | 1.3 | 10 | -2.0 | 0 | 4 | 1 | 0.1 | 9
CN(C)C(=O)c1c2c(nc3ccccc13)-c1ccccc1CC2 | -1 | 97 | -2.6 | 2 | -0.8 | 2 | 0 | -4 | 0.0 | 2
COn1c2c(c3c4nonc4ccc31)CCCC2 | 10 | 103 | -0.6 | -18 | -0.6 | -5 | -2 | 0 | 0.3 | 2
CCCCCCSc1nsc(N)n1 | -1 | 102 | 5.4 | -11 | 2.0 | 1 | 0 | 7 | 1.2 | -5
O=C(COC(=O)c1cccc(OC(F)F)c1)Nc1cc(S(=O)(=O)N2CCCC2)ccc1Cl | 14 | 103 | -0.8 | 1 | -0.9 | -1 | 5 | -7 | -0.1 | -4
CCCS(=O)(=O)c1ccc(COC(=O)c2ccc(NC(C)=O)cc2)cc1 | 18 | 102 | 0.8 | -6 | -2.1 | 0 | -2 | -2 | -0.1 | -5
CC(=O)c1ccc2c(c1)N(C)c1ccccc1S2 | -11 | 94 | 2.0 | 0 | 4.7 | -1 | -1 | -1 | 0.0 | -4
COC(=O)c1ccc2c(=O)n(CCCN3CCOCC3)c(=S)[nH]c2c1 | 13 | 100 | 2.7 | 7 | 1.0 | 1 | 5 | 1 | 0.2 | 1
O=C(CN(C(=O)CCC(=O)Nc1ccccn1)c1ccc2c(c1)OCO2)NCc1ccco1 | -6 | 99 | 1.7 | 1 | -2.1 | 0 | 0 | -6 | 0.2 | 4
CC(=O)N1CCN(C(=O)c2cc(S(=O)(=O)Nc3ccc(S(C)(=O)=O)cc3)ccc2Cl)CC1 | -1 | 105 | 4.5 | 0 | -0.7 | 0 | 4 | 0 | -0.5 | -8
O=C1CN(C(=O)/C=C/c2cc(Br)ccc2F)CCN1 | -3 | 106 | -0.8 | -4 | 0.6 | 0 | -2 | 2 | 0.1 | 3

Profiles, looked up by structure. Order of values: MC4R antag cAMP, ABCB6 inh MLPCN, hiPSC survival, ABHD5-PLIN5 inh, MC4R ag barr, N-glyco inh, Exocytosis inh, HTR2A ag, aDG glyco act, H9c2 protect
`COc1ccc(C2C(C#N)=C(SC)NC3=C2C(=O)CC(C)(C)C3)cc1` (stereo not drawn) across the screens: 4, 100, -0.7, -8, -1.7, -2, 10, -5, -0.1, 7
`CC(=O)c1cccc(NC(=O)CN2CCc3cc4c(cc3C2)OCCCO4)c1` across the screens: 5, 90, 1.4, 3, -0.7, 0, -8, 0, 1.3, 0
`CC(=O)c1ccc2c(c1)N(C)c1ccccc1S2` across the screens: -11, 94, 2.0, 0, 4.7, -1, -1, -1, 0.0, -4

Structures listed so far containing a nitro group on carbon (2):
structure | MC4R antag cAMP | ABCB6 inh MLPCN | hiPSC survival | ABHD5-PLIN5 inh | MC4R ag barr | N-glyco inh | Exocytosis inh | HTR2A ag | aDG glyco act | H9c2 protect
O=C(Cc1ccc([N+](=O)[O-])cc1)Nc1cc(C(F)(F)F)cc(C(F)(F)F)c1 | -2 | 99 | 1.0 | 1 | 1.0 | -9 | -12 | -4 | 1.2 | -16
Cc1nnc(N2C(=O)C(=O)/C(=C(/O)c3ccc4c(c3)OCCO4)C2c2cccc([N+](=O)[O-])c2)s1 (stereo not drawn) | -2 | 91 | -0.7 | 2 | 0.2 | 1 | -6 | 7 | -0.1 | 14
